Source: PubChem
Myeloid diff MLP: compounds promoting myeloid differentiation; ER-HoxA9 myeloid progenitors, lysozyme-GFP differentiation, flow cytometry; calls only at 10 µM; actives 1% (n = 360,000);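 active = normalized GFP-positive differentiation at or above the plate's own cutoff, the solvent-only control mean plus 3 SD; inconclusive = no clear call, values can overlap the other calls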;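 also: cells exposed to compound for four days before flow analysis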
Dengue-2 NS5 capping: flavivirus cap methylation enzyme inhibition – biochemical, confirmation dose response, primary screen (AID 588689); actives 0.3% (n = 340,000); one-dose inhibition, % at 25 µM; IC50 in µM for titrated hits; Dengue-2 NS5 methyltransferase capping enzyme assay, biochemical; higher % means a stronger effect; in the data active = a potency from the dose series; inconclusive = inhibition above about 29% without an active follow-up result
Dengue-2 NS5 capping pilot replicate: also measured in Dengue-2 NS5 capping; calls as there; inhibition, %; measured here: pilot screen replicate inhibition
Myeloid diff MLP GFP+ MAC1+ %: further read-out of Myeloid diff MLP, marked with its call; GFP+ MAC1+ double positive, %; measured here: differentiation confirmed by MAC1 staining
The depositor's hits bear a star. A portion of the library (hit frequency here may not be typical).

For COc1ccc(C(=O)OCC(=O)NC2CCCCCC2)cc1OC the results were Myeloid diff MLP inactive, Dengue-2 NS5 capping 1% and Myeloid diff MLP GFP+ MAC1+ % 0.5.
Screening Cc1ccnc2nc(C(=O)OCC(=O)N3CC(C)CC(C)C3)nn12 (stereo unspecified) returned Myeloid diff MLP inactive, Dengue-2 NS5 capping -1% and Myeloid diff MLP GFP+ MAC1+ % 0.9.
Screening CCN(Cc1ccncc1)C(=O)c1ccc(C)c(S(=O)(=O)N2CCCCC2)c1 returned Myeloid diff MLP inactive, Dengue-2 NS5 capping -13% and Myeloid diff MLP GFP+ MAC1+ % 0.9.
Cc1cccc(C)c1NC(=O)COC(=O)C1CC1 was read as Myeloid diff MLP inactive, Dengue-2 NS5 capping 1% and Myeloid diff MLP GFP+ MAC1+ % 0.4.
Screening COc1cc(C(C)=O)ccc1OCC(=O)NCCCn1nc(C)cc1C returned Myeloid diff MLP inactive, Dengue-2 NS5 capping -13% and Myeloid diff MLP GFP+ MAC1+ % 0.4.
`COC(=O)[C@H]1[C@H](CCc2ccccc2)NC(=O)N(Cc2ccccc2)[C@@H]1C` gave Myeloid diff MLP inactive, Dengue-2 NS5 capping -5% and Myeloid diff MLP GFP+ MAC1+ % 1.5.
COCOCCn1cc(CN2CCS(=O)(=O)N(Cc3ccc(-c4ccc(Cl)nc4)cc3)C(C(C)C)C2=O)nn1 (stereo unspecified) was read as Myeloid diff MLP inactive, Dengue-2 NS5 capping 10% and Myeloid diff MLP GFP+ MAC1+ % 0.5.
`O=C(COC(=O)C1CCN(c2ccc(C(F)(F)F)cn2)CC1)NCc1ccc(Cl)cc1Cl` gave Myeloid diff MLP inactive, Dengue-2 NS5 capping -5% and Myeloid diff MLP GFP+ MAC1+ % 0.2.
COc1ccc(CC(=O)OCC(=O)NC2CCCC(C)C2C)cc1 (stereo unspecified) was read as Myeloid diff MLP inactive, Dengue-2 NS5 capping -6% and Myeloid diff MLP GFP+ MAC1+ % 0.6.
CN(C)C(CNC(=O)c1cccc(S(=O)(=O)Nc2ccccc2Cl)c1)c1ccccc1 (stereo unspecified) was read as Myeloid diff MLP inactive, Dengue-2 NS5 capping -7% and Myeloid diff MLP GFP+ MAC1+ % 0.9.
Screening Cc1nc(-c2ccc(F)cc2)c(CC(=O)N(C)CC(=O)Nc2ccc(Cl)c(C(F)(F)F)c2)s1 returned Myeloid diff MLP inactive, Dengue-2 NS5 capping 6% and Myeloid diff MLP GFP+ MAC1+ % 1.1.
COc1cc(C)ccc1OCC(=O)OCC(=O)c1ccc[nH]1 was read as Myeloid diff MLP inactive, Dengue-2 NS5 capping 1% and Myeloid diff MLP GFP+ MAC1+ % 0.4.
Screening COc1ccccc1C1CC(=O)Oc2ccc(C(C)(C)C)cc21 (stereo unspecified) returned Myeloid diff MLP inactive, Dengue-2 NS5 capping -6%, Dengue-2 NS5 capping pilot replicate 2.1 and Myeloid diff MLP GFP+ MAC1+ % 0.1.
Screening C[C@H]1CN([C@@H](C)CO)C(=O)Cc2cc(NC(=O)CCN3CCOCC3)ccc2O[C@@H]1CN(C)Cc1ccc(Oc2ccccc2)cc1 returned Myeloid diff MLP inactive, Dengue-2 NS5 capping -1%, Dengue-2 NS5 capping pilot replicate -2.8 and Myeloid diff MLP GFP+ MAC1+ % 1.2.
`COc1ccc(CN2C(=O)c3ccccc3C2=O)cc1C(=O)N(C)CC(=O)Nc1c(C)cccc1C` gave Myeloid diff MLP inactive, Dengue-2 NS5 capping -2% and Myeloid diff MLP GFP+ MAC1+ % 0.2.
`CS(=O)(=O)c1ccc(NC(=O)CCN2C(=O)C3CCCCC3C2=O)cc1` (stereo unspecified) gave Myeloid diff MLP inactive, Dengue-2 NS5 capping 6% and Myeloid diff MLP GFP+ MAC1+ % 0.9.
COc1ccc(NC(=O)CN(C)C(=O)c2ccc3c(c2)NC(=O)CS3)cc1 was read as Myeloid diff MLP inactive, Dengue-2 NS5 capping 0% and Myeloid diff MLP GFP+ MAC1+ % 0.3.
COc1ccc2c3n([n+]([O-])c2c1)CCN=C3c1ccc(Cl)cc1 was read as Myeloid diff MLP inactive, Dengue-2 NS5 capping 0% and Myeloid diff MLP GFP+ MAC1+ % 1.9.
For O=C(NNC(=O)c1ccc(Br)s1)c1cccc(Cl)c1 the results were Myeloid diff MLP inactive, Dengue-2 NS5 capping -1% and Myeloid diff MLP GFP+ MAC1+ % 0.7.
C=CCONC(=O)Cc1ccccc1 was read as Myeloid diff MLP inactive, Dengue-2 NS5 capping -7%, Dengue-2 NS5 capping pilot replicate -4.0 and Myeloid diff MLP GFP+ MAC1+ % 1.0.
`COc1ccc(CN2CCN(C(=O)c3ccccc3F)CC2)c(OC)c1OC` gave Myeloid diff MLP inactive, Dengue-2 NS5 capping -5% and Myeloid diff MLP GFP+ MAC1+ % 0.2.
Screening CCCOc1ccc(C(=O)Nc2ccc(N3CCOCC3)cc2N2CCOCC2)cc1OCC returned Myeloid diff MLP inactive, Dengue-2 NS5 capping -5% and Myeloid diff MLP GFP+ MAC1+ % 1.1.
O=C(Nc1ccn(CCCNCCN2CCOCC2)c(=O)n1)OCc1ccccc1 was read as Myeloid diff MLP inactive, Dengue-2 NS5 capping -7%, Dengue-2 NS5 capping pilot replicate -6.1 and Myeloid diff MLP GFP+ MAC1+ % 0.8.
`COC(=O)c1ccc2cn[nH]c2c1` gave Myeloid diff MLP inactive, Dengue-2 NS5 capping -1% and Myeloid diff MLP GFP+ MAC1+ % 1.1.
`Cc1noc(C)c1S(=O)(=O)N(C)C[C@@H]1OCc2cn(nn2)CCCC(=O)N([C@@H](C)CO)C[C@H]1C` gave Myeloid diff MLP inactive, Dengue-2 NS5 capping 2% and Myeloid diff MLP GFP+ MAC1+ % 0.6.
CCC(CC)NC(=O)COn1nnc2ccc(S(=O)(=O)N3CCOCC3)cc21 was read as Myeloid diff MLP inactive, Dengue-2 NS5 capping -7% and Myeloid diff MLP GFP+ MAC1+ % 0.3.
Screening Cc1ccccc1NS(=O)(=O)c1ccc(C(=O)N2CCCC2)cc1 returned Myeloid diff MLP inactive, Dengue-2 NS5 capping -4% and Myeloid diff MLP GFP+ MAC1+ % 0.5.
CN(C)CCCN(C(=O)c1nc2ccccc2s1)c1nc2ccc(F)cc2s1 was read as Myeloid diff MLP inactive, Dengue-2 NS5 capping -10% and Myeloid diff MLP GFP+ MAC1+ % 0.3.
Screening O=[N+]([O-])c1ccccc1N=Nc1ccc(O)cc1 returned Myeloid diff MLP inactive, Dengue-2 NS5 capping 0% and Myeloid diff MLP GFP+ MAC1+ % 0.3.
For O=[N+]([O-])c1ccc(CSc2ccc(S(=O)(=O)N3CCCCCC3)cn2)cc1 the results were Myeloid diff MLP inactive, Dengue-2 NS5 capping -2% and Myeloid diff MLP GFP+ MAC1+ % 0.5.
O=C(NCc1cccnc1)[C@@H]1CC=C[C@@H]2CCN(Cc3ccccc3)C(=O)[C@@H]21 was read as Myeloid diff MLP inactive, Dengue-2 NS5 capping -1% and Myeloid diff MLP GFP+ MAC1+ % 0.9.
For Cc1ccc2c(c1)[C@H]1[C@H](CO2)[C@H](c2ccccc2)[C@]2(C)C(=O)N(Cc3ccc(F)cc3)CC(=O)N12 the results were Myeloid diff MLP inactive, Dengue-2 NS5 capping inconclusive and Myeloid diff MLP GFP+ MAC1+ % 2.5.
`O=C(NCCc1ccccc1)c1cccc(NC(=O)C2CC2)c1` gave Myeloid diff MLP active, Dengue-2 NS5 capping -1% and Myeloid diff MLP GFP+ MAC1+ % 2.1*.
Cc1cccc(NC(=O)CSCC(=O)Nc2ccccc2C(=O)N2CCCCC2)c1 was read as Myeloid diff MLP inactive, Dengue-2 NS5 capping 2% and Myeloid diff MLP GFP+ MAC1+ % 1.5.
For CCN(CC(=O)Nc1c(F)cccc1F)C(=O)CCC(=O)c1ccc(F)cc1 the results were Myeloid diff MLP inactive, Dengue-2 NS5 capping -4% and Myeloid diff MLP GFP+ MAC1+ % 0.2.
Screening O=C(N/N=C/c1ccoc1)c1cccc(OC(F)(F)C(F)F)c1 returned Myeloid diff MLP inactive, Dengue-2 NS5 capping -5% and Myeloid diff MLP GFP+ MAC1+ % 0.2.
Screening COc1ccc(/C=C/C(=O)Nc2ccccc2F)cc1S(=O)(=O)N1CCOCC1 returned Myeloid diff MLP inactive, Dengue-2 NS5 capping 6% and Myeloid diff MLP GFP+ MAC1+ % 0.8.
`COc1cc(SC)ccc1C(=O)N1CCN(S(=O)(=O)/C=C/c2ccccc2)CC1` gave Myeloid diff MLP inactive, Dengue-2 NS5 capping 4% and Myeloid diff MLP GFP+ MAC1+ % 0.3.
Screening COc1ccccc1CCC(=O)OCC(=O)Nc1cc(S(=O)(=O)N2CCOCC2)ccc1C returned Myeloid diff MLP inactive, Dengue-2 NS5 capping 2% and Myeloid diff MLP GFP+ MAC1+ % 0.8.
Screening Cc1ccc(S(=O)(=O)N(C)CC(=O)N(CC(C)C)C2CCS(=O)(=O)C2)cc1 (stereo unspecified) returned Myeloid diff MLP inactive, Dengue-2 NS5 capping 0% and Myeloid diff MLP GFP+ MAC1+ % 1.0.
COc1ccc(NC(=O)CN(C)C(=O)CCNC(=O)Nc2ccccc2)cc1 was read as Myeloid diff MLP inactive, Dengue-2 NS5 capping -1% and Myeloid diff MLP GFP+ MAC1+ % 0.3.
Screening CC(OC(=O)c1ccc(CN2CCCC2=O)cc1)C(=O)Nc1ccc(Cl)cc1 (stereo unspecified) returned Myeloid diff MLP inactive, Dengue-2 NS5 capping -6% and Myeloid diff MLP GFP+ MAC1+ % 0.3.
For COCCN(C(=O)c1cccc(N2C(=O)CCC2=O)c1)c1nc(-c2ccc([N+](=O)[O-])cc2)cs1 the results were Myeloid diff MLP inactive, Dengue-2 NS5 capping 3% and Myeloid diff MLP GFP+ MAC1+ % 0.1.
`Cc1ccc(-c2csc3ncnc(N4CCN(C(=O)c5ccco5)CC4)c23)cc1` gave Myeloid diff MLP inactive, Dengue-2 NS5 capping -12% and Myeloid diff MLP GFP+ MAC1+ % 0.4.
`COc1ncnc2c1ncn2CCCN1CCN(c2ncccn2)CC1` gave Myeloid diff MLP inactive, Dengue-2 NS5 capping -2% and Myeloid diff MLP GFP+ MAC1+ % 0.5.
COc1ccccc1OCCC(=O)OCC(=O)NCc1ccc(F)cc1 was read as Myeloid diff MLP inactive, Dengue-2 NS5 capping -7% and Myeloid diff MLP GFP+ MAC1+ % 1.6.
`O=C(c1ccncc1)N1CCN(S(=O)(=O)c2ccccc2F)CC1` gave Myeloid diff MLP inactive, Dengue-2 NS5 capping 6% and Myeloid diff MLP GFP+ MAC1+ % 0.3.
`O=C(COC(=O)/C=C/c1ccc(S(=O)(=O)N2CCOCC2)cc1)Nc1ccccc1F` gave Myeloid diff MLP inactive, Dengue-2 NS5 capping -3% and Myeloid diff MLP GFP+ MAC1+ % 2.0.
Screening O=[N+]([O-])c1cc(C(F)(F)F)ccc1NCCc1ccccn1 returned Myeloid diff MLP inactive, Dengue-2 NS5 capping -6% and Myeloid diff MLP GFP+ MAC1+ % 0.3.
`CC1=C[C@@H](C)[C@@H](c2ccccc2)OC1=O` gave Myeloid diff MLP inactive, Dengue-2 NS5 capping -2% and Myeloid diff MLP GFP+ MAC1+ % 1.7.
Screening Cc1ccccc1Oc1ccc2c(c1)[C@@H]1C[C@H]3[C@@H](C(=O)N1CC2)[C@H](C)ON3C returned Myeloid diff MLP inactive, Dengue-2 NS5 capping 0%, Dengue-2 NS5 capping pilot replicate 0.3 and Myeloid diff MLP GFP+ MAC1+ % 0.7.
`CCCN(CC(=O)Nc1ccccc1C)C(=O)c1ccc(OCc2c(C)noc2C)cc1` gave Myeloid diff MLP inactive, Dengue-2 NS5 capping -3% and Myeloid diff MLP GFP+ MAC1+ % 0.3.
Screening COc1ccc(C#Cc2c(-c3ccsc3)oc3ccc(N4CCOCC4)cc23)cc1 returned Myeloid diff MLP inactive, Dengue-2 NS5 capping 0% and Myeloid diff MLP GFP+ MAC1+ % 1.5.
For CN(N=Cc1ccc([N+](=O)[O-])cc1)c1ccccn1 the results were Myeloid diff MLP inactive, Dengue-2 NS5 capping inconclusive and Myeloid diff MLP GFP+ MAC1+ % 0.4.
`Cc1ccc(SCC(=O)OCC(=O)N(CCC#N)c2ccccc2)cc1C` gave Myeloid diff MLP inactive, Dengue-2 NS5 capping -1% and Myeloid diff MLP GFP+ MAC1+ % 0.7.
`COC(=O)c1ccccc1S(=O)(=O)N1CCC(C(=O)Nc2ccc(N3CCOCC3)cc2)CC1` gave Myeloid diff MLP inactive, Dengue-2 NS5 capping 3% and Myeloid diff MLP GFP+ MAC1+ % 0.5.
Screening CC1CN(C(=O)COC(=O)/C=C/c2ccc(C(F)(F)F)cc2)CC(C)O1 (stereo unspecified) returned Myeloid diff MLP inactive, Dengue-2 NS5 capping 2% and Myeloid diff MLP GFP+ MAC1+ % 0.9.

Reprinted at random: 4 compounds from above
Screening O=[N+]([O-])c1cc(C(F)(F)F)ccc1NCCc1ccccn1 returned Myeloid diff MLP inactive, Dengue-2 NS5 capping -6% and Myeloid diff MLP GFP+ MAC1+ % 0.3.
`O=C(COC(=O)/C=C/c1ccc(S(=O)(=O)N2CCOCC2)cc1)Nc1ccccc1F` gave Myeloid diff MLP inactive, Dengue-2 NS5 capping -3% and Myeloid diff MLP GFP+ MAC1+ % 2.0.
`COc1ncnc2c1ncn2CCCN1CCN(c2ncccn2)CC1` gave Myeloid diff MLP inactive, Dengue-2 NS5 capping -2% and Myeloid diff MLP GFP+ MAC1+ % 0.5.
For CN(N=Cc1ccc([N+](=O)[O-])cc1)c1ccccn1 the results were Myeloid diff MLP inactive, Dengue-2 NS5 capping inconclusive and Myeloid diff MLP GFP+ MAC1+ % 0.4.
